EBV LMP1 NFkB: inhibitors of Epstein-Barr LMP1-induced NF-kappaB reporter; 0.69% of 350,000 active; LMP1-induced NF-kappaB luciferase reporter cells, luminescence; inhibition, % at 12.5 µM; in the data active = inhibition above about 41%;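 note: 0% = neutral control wells and 100% = reference inhibitor control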
NCOA1 inh: inhibitors of human steroid receptor coactivator 1 (SRC1); inhibition, % at 3.6 µM; 0.12% of 360,000 active; Q15788; HEK293 GAL4-SRC1 luciferase reporter, luminescence;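 active = inhibition above the campaign mean plus 3 SD, with each screening campaign given its own cutoff, cut at about 60% in these data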;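 note: 0% = DMSO treated cells and 100% = gossypol at 36 µM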
COUP-TFII inh: inhibitors of human COUP-TFII (NR2F2) | inhibition, % at 8.6 µM | HEK293T NGFI-A luciferase reporter, luminescence | 0.7% of 370,000 active | AID 686940 | P24468;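 active = inhibition above a per-plate cutoff, mean inhibition of test wells between control levels plus 3 SD, cut at about 38% in these data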;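 note: cells cotransfected with COUP-TFII expression vector driving the NGFI-A reporter; 0% = median of COUP-TF2 test wells and 100% = reporter-only cells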
TLR9-MyD88 block: blocks human TLR9 binding to MyD88; Q9NR96+Q99836; inhibition, % at 4.98 µM; CHO BLA complementation TLR9-MyD88, CCF4 FRET ratio; 0.21% of 340,000 active;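 active = inhibition above the mean over all tested compounds plus 3 SD, cut at about 21% in these data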;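 note: 0% = DMSO only wells and 100% = clavulanate BLA inhibitor control wells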
Target sequence (Q99836 whole entry, looked up): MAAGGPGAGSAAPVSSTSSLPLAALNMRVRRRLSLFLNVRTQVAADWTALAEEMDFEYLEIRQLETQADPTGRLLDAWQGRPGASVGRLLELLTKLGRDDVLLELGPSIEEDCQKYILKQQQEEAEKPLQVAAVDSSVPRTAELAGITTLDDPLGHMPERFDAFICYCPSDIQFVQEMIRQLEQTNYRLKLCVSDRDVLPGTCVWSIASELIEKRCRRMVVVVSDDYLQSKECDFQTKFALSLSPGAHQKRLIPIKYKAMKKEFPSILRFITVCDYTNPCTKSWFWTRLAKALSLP
Target sequence (Q9NR96 whole entry, looked up): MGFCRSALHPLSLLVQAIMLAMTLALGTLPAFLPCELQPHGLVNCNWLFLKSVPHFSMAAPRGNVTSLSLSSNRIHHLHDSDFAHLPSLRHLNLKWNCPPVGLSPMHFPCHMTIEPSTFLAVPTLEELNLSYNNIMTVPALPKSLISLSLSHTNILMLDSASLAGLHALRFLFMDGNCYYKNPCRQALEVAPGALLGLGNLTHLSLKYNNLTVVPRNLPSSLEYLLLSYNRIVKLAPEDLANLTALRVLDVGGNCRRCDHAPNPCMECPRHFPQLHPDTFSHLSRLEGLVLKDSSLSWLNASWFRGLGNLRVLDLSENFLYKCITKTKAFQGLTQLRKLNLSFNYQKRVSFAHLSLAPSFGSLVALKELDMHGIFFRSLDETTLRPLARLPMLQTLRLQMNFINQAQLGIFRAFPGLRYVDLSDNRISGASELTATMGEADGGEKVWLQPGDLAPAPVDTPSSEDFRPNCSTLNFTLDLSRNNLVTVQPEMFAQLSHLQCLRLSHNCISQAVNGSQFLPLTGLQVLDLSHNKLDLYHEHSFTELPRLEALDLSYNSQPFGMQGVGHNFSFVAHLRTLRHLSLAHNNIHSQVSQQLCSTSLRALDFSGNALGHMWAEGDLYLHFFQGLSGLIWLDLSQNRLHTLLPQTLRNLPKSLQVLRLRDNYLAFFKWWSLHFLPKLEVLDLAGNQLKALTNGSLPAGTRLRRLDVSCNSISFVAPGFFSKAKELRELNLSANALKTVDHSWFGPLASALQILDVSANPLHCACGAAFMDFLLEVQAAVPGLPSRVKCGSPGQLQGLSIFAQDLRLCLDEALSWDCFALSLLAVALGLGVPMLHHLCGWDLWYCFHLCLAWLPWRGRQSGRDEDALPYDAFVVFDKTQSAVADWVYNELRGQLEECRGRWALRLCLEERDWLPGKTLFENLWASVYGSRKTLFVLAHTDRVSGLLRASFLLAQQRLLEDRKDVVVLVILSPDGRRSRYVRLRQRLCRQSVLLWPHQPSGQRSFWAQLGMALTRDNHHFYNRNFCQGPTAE
LRH-1 inv ag: inverse agonists of human LRH-1 (NR5A2). O00482. HEK293T StAR-luciferase reporter, LRH-1 transfected, 24 h. inhibition, % at 3.6 µM. 0.13% of 360,000 active;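 active = inhibition above the mean inhibition of all tested compounds plus 3 SD, cut at about 73% in these data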;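 note: 0% = DMSO wells and 100% = reporter-only cells lacking LRH-1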
Vif inh: HIV Vif inhibition. HEK293T cells, Vif self-association by quenched fluorescence, imaging, 24 h. inhibition, % at 7.49 µM. 0.35% of 340,000 active. AID 602346; in the data active = inhibition above about 50%, passing the limit was not always enough; note: some results filed as inactive read as strong as hits
NOD2 RIPK2 PPI: NOD2-RIPK2 protein interaction inhibition. 0.38% of 360,000 active. inhibition, % at 4.98 µM. AID 624267. CHO BLA complementation NOD2-RIPK2, CCF4 ratio; in the data active = inhibition above about 21%;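 note: 0% = vehicle only and 100% = reference blocker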
C8 TRAIL sens: caspase-8 TRAIL sensitization; 1% of 360,000 active; inhibition (viability loss, TRAIL sensitization), % at 10 µM; NB7+C8 cells + TRAIL, ATPlite viability luminescence; AID 624354;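 active = compounds causing at least 50% loss of cell viability in the single-dose screen, relative to plate controls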
SRC2 inh: human SRC2 (NCOA2) inhibition; Q15596; HEK293 GAL4-SRC2 luciferase reporter, luminescence; inhibition, % at 9 µM; 0.17% of 370,000 active;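 active = inhibition above the mean inhibition of all tested compounds plus 3 SD, set per campaign, cut at about 52% in these data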;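 note: 0% = DMSO treated cells and 100% = cells given Gossypol at 36 µM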
NCOA3 inh: human NCOA3 inhibition. Q9Y6Q9. HEK293 GAL4-SRC3 luciferase reporter, luminescence. inhibition, % at 3.6 µM. 0.17% of 360,000 active;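 active = inhibition above a per-campaign cutoff, the mean of all compounds plus 3 SD, cut at about 60% in these data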;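 note: 0% = DMSO-treated cells and 100% = gossypol-treated cells at 36 µM; higher means less SRC3-driven luciferase light from the GAL4 reporter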
TROY signal inh: inhibitors of TROY-dependent NF-kB signaling; inhibition, % at 10 µM; 0.98% of 360,000 active; Q293 LMP1-TROYcd NF-kB luciferase reporter, 4 h;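 active = compounds whose plate-normalised and pattern-corrected inhibition of the luciferase reporter signal at the single screening dose is 50% or more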
The depositor's hits bear a star; · = not tested or not shown.

Each structure is followed by: EBV LMP1 NFkB	NCOA1 inh	COUP-TFII inh	TLR9-MyD88 block	LRH-1 inv ag	Vif inh	NOD2 RIPK2 PPI	C8 TRAIL sens	SRC2 inh	NCOA3 inh	TROY signal inh
Cc1ccc2cc(C#N)c(N3CCCC3)nc2c1C
→ -19	1	9	-11	-19	28	-6	14	-1	-9	-7
O=C1N(Cc2cccc(Cl)c2)C[C@@H]2C[C@@H](c3cccn3-c3cccnc3)N3CCC[C@@]123
→ 5	11	21	-4	-2	-12	-1	-3	19	9	5
O=C(Nc1nccs1)c1ccc(COc2c(F)c(F)cc(F)c2F)cc1
→ -48	-25	-5	10	-15	-10	9	10	4	-22	-12
COc1cccc(CN2CCNC(=O)C2CC(=O)NCC(C)(C)N2CCOCC2)c1OC (centres undefined)
→ 1	11	8	-2	7	4	3	4	-7	-20	-13
CCc1ccc2[nH]c(C(=O)Nc3ccc4c(c3)OCO4)cc2c1
→ -27	-28	-35	4	-38	-2	-4	13	-21	6	-45
Cc1ccc([C@H]2C(C(=O)O)=CCN2S(=O)(=O)c2ccc(C)cc2)cc1
→ ·	·	3	·	-6	·	-14	13	-14	·	·
COc1cc2c(=O)n(CCC(=O)NCC3CCCO3)c(=O)n(CC(=O)Nc3ccc(C)c(C)c3)c2cc1OC (centres undefined)
→ 0	-21	13	-7	13	10	2	-6	1	8	-16
CCC(C)N(CC(=O)NCc1ccc(OC)cc1)C(=O)c1csnn1 (centres undefined)
→ -1	-13	1	-3	8	6	-12	-25	16	8	-29
CCOC(=O)c1sc(NC(=O)C(CC)Sc2nnc3c4ccccc4n(CC)c3n2)nc1C (centres undefined)
→ -2	-7	8	-8	-3	16	-16	-4	-19	9	-10
CC1CN(C(=O)c2ccc(NS(=O)(=O)c3ccc(F)c(F)c3)cc2)CC(C)O1 (centres undefined)
→ 2	-9	12	8	-19	6	-5	23	1	0	7
COc1ccccc1C(=O)Nc1ccc(OCC(=O)N2CCCCC2C)cc1 (centres undefined)
→ 3	-13	13	3	-13	-2	1	12	-12	3	-10
CCC(=O)n1nc(-c2ccccc2)nc1NCc1ccccc1
→ -9	-49	-31	-2	-20	6	-4	8	-24	-29	-40
COc1ccc(C(C)=O)cc1COC(=O)CNC(=O)c1ccc(F)cc1
→ 1	7	6	-8	-15	3	3	2	-40	17	-3
Cc1nccn1CC(O)COC1CCCCC1 (centres undefined)
→ -3	3	-14	3	18	10	3	-4	-2	15	0
CCOC(=O)c1c(S(=O)(=O)N2CCN(Cc3ccccc3)CC2)c(C)n(C)c1C
→ -1	-9	-12	3	-2	4	0	-11	-21	5	-11
C(=N\N1CCN(c2ccccn2)CC1)/C1=C(N2CCOCC2)C(=C/c2ccccc2)/CC1
→ -5	12	9	3	15	-11	-6	-6	14	2	11
Cc1cccc(N=CC=C2OC(C)(C)C(C)(C)O2)c1
→ -12	-20	-12	-6	-3	4	0	-9	-7	-16	-17
CC(C)(C)C(=O)NNC(=O)c1cc2sccc2s1
→ -1	-8	-5	-2	3	-4	-1	-2	-31	4	5
O=C(Nn1c(-c2ccccc2)nc2ccccc2c1=O)C1CCC1
→ -1	-1	30	-2	-21	8	-7	12	-21	4	5
CC(C)OCCCNC(=O)c1sc(=S)n(C)c1N
→ 2	-8	-15	-3	-14	3	8	-14	-15	3	1

Ordered by molecular weight (largest number first): part of the list above.
Each structure is followed by: EBV LMP1 NFkB	NCOA1 inh	COUP-TFII inh	TLR9-MyD88 block	LRH-1 inv ag	Vif inh	NOD2 RIPK2 PPI	C8 TRAIL sens	SRC2 inh	NCOA3 inh	TROY signal inh
COc1cc2c(=O)n(CCC(=O)NCC3CCCO3)c(=O)n(CC(=O)Nc3ccc(C)c(C)c3)c2cc1OC (centres undefined)
→ 0	-21	13	-7	13	10	2	-6	1	8	-16
CCOC(=O)c1sc(NC(=O)C(CC)Sc2nnc3c4ccccc4n(CC)c3n2)nc1C (centres undefined)
→ -2	-7	8	-8	-3	16	-16	-4	-19	9	-10
C(=N\N1CCN(c2ccccn2)CC1)/C1=C(N2CCOCC2)C(=C/c2ccccc2)/CC1
→ -5	12	9	3	15	-11	-6	-6	14	2	11
CC1CN(C(=O)c2ccc(NS(=O)(=O)c3ccc(F)c(F)c3)cc2)CC(C)O1 (centres undefined)
→ 2	-9	12	8	-19	6	-5	23	1	0	7
COc1ccccc1C(=O)Nc1ccc(OCC(=O)N2CCCCC2C)cc1 (centres undefined)
→ 3	-13	13	3	-13	-2	1	12	-12	3	-10
COc1ccc(C(C)=O)cc1COC(=O)CNC(=O)c1ccc(F)cc1
→ 1	7	6	-8	-15	3	3	2	-40	17	-3
Cc1ccc([C@H]2C(C(=O)O)=CCN2S(=O)(=O)c2ccc(C)cc2)cc1
→ ·	·	3	·	-6	·	-14	13	-14	·	·
O=C(Nn1c(-c2ccccc2)nc2ccccc2c1=O)C1CCC1
→ -1	-1	30	-2	-21	8	-7	12	-21	4	5
CCC(=O)n1nc(-c2ccccc2)nc1NCc1ccccc1
→ -9	-49	-31	-2	-20	6	-4	8	-24	-29	-40
CC(C)OCCCNC(=O)c1sc(=S)n(C)c1N
→ 2	-8	-15	-3	-14	3	8	-14	-15	3	1
CC(C)(C)C(=O)NNC(=O)c1cc2sccc2s1
→ -1	-8	-5	-2	3	-4	-1	-2	-31	4	5
Cc1nccn1CC(O)COC1CCCCC1 (centres undefined)
→ -3	3	-14	3	18	10	3	-4	-2	15	0

Carrying on:
Each structure is followed by: EBV LMP1 NFkB	NCOA1 inh	COUP-TFII inh	TLR9-MyD88 block	LRH-1 inv ag	Vif inh	NOD2 RIPK2 PPI	C8 TRAIL sens	SRC2 inh	NCOA3 inh	TROY signal inh
Oc1c(N=Nc2ccccn2)ccc2ccccc12
→ 48*	-45	-17	24*	-3	3	15	74*	-21	-50	20
Cc1cccc(C)c1NC(=O)C(c1ccc(C(F)(F)F)cc1)n1c(=O)c(-c2cc3ccccc3[nH]2)nc2ccccc21 (centres undefined)
→ ·	·	9	·	42	·	47*	5	9	·	·
CC(C)N(C(C)C)S(=O)(=O)c1ccc(Cl)nc1
→ -1	-11	-16	7	4	-1	-2	4	-13	16	-6
COC(=O)[C@@]12C[C@@H](CC(=O)NCCCN3CCCC3=O)C(=O)N(Cc3ccc4c(c3)OCO4)C1=CCC(C)(C)C2
→ ·	·	-1	·	15	·	-14	8	-7	·	·
CCn1nnnc1SCC(=O)NC1Cc2ccccc2C1
→ 7	0	-13	-2	-2	23	2	2	-15	5	2
COc1ccc(-c2cc(C(=O)Nc3c(C)nn(Cc4ccc(Cl)cc4)c3C)no2)cc1
→ -9	16	7	6	-7	-11	-1	11	-3	4	15
CC/C(=N\O)c1ccc(O)c(OC)c1
→ -5	3	4	3	11	5	-13	20	17	17	-8
C[C@@H](NC(=O)c1nc[nH]c1C(=O)N1CCN(C(=O)OC(C)(C)C)CC1)c1ccccc1
→ 1	-16	9	-1	11	-5	2	13	-10	2	-7
CCOc1ccc(C(=O)NC(=S)Nc2ncccc2C)cc1[N+](=O)[O-]
→ -20	-6	-15	-5	-13	1	-14	7	-11	-26	1
O=C(CSc1ncccc1C(=O)O)NCCC1=CCCCC1
→ 0	-9	13	6	3	-5	-1	4	5	0	2
Nc1nonc1-n1nnc(C(=O)N/N=C/c2ccc(OCc3cccc(Cl)c3)cc2)c1CN1CCCCC1
→ 0	-42	-7	-10	-24	-8	-4	18	-10	-15	-34
Clc1ccc(CSc2nnc(-c3ccncc3)o2)c(Cl)c1
→ -2	0	14	-3	7	-19	-2	24	-4	16	-12
O=C(CCCNC(=O)c1ccc(Cl)cc1)NCc1ccccc1F
→ 2	-7	8	2	-15	12	-2	15	7	-10	-10
COc1ccc(-c2cnc(C(O)c3ccccc3)[nH]2)cc1 (centres undefined)
→ ·	-55	-15	·	-67	-8	-6	-6	-31	-64	51*
CC(=O)N1CCC(N(C(=O)Nc2ccc(C)c(C)c2)C2CCCC2)CC1
→ 5	-20	-9	-3	-4	11	-9	3	-17	-1	3
S=C(NCC1CCCO1)NC12CC3CC(CC(C3)C1)C2 (centres undefined)
→ -1	11	8	-2	16	-6	3	-4	-1	7	-15
CCN(CCO)C(=S)Nc1cc(C(=O)OC)ccc1C(=O)OC
→ 0	10	-13	4	4	-8	-2	-6	5	11	6
CCCC(=O)Nc1c2c(nn1-c1ccc(OC)cc1)CS(=O)C2 (centres undefined)
→ -4	-5	9	5	-3	9	-5	17	6	-18	-6
CCNC(=O)C1CCCN(C(=O)c2cccs2)CC1 (centres undefined)
→ ·	1	-3	·	-8	5	-9	-6	-20	9	10
COc1cc(C(=O)Nc2cccc(-c3nc4cc(C)cc(C)c4o3)c2)cc(OC)c1OC
→ 5	-6	-8	-9	-5	-1	5	6	1	5	-17
Cc1cccc(C)c1NC(=O)CNC(=O)c1cnccn1
→ -2	-2	6	-2	26	4	0	-9	-33	0	1
COc1ccc(NC2CCCN(C(=O)c3csc(C)n3)C2)cc1 (centres undefined)
→ 2	-17	0	0	6	15	1	-4	6	16	-3
CSCCC(NC(=O)c1ccccc1)C(=O)NC1CC1 (centres undefined)
→ 4	-2	9	5	1	-2	4	-1	0	20	-6
COc1cccc(NC(=O)COC(=O)c2ccc3c(c2)OCO3)c1
→ -8	-37	-11	-4	10	·	1	6	-22	3	-8
CCOCCCn1c(SCC(=O)NC(C)(C)C)nc2ccccc2c1=O
→ -21	-5	-8	-3	-3	-7	-4	-10	24	22	-6
COc1ccc(NC(=O)CCCCC(=O)Nc2ccc(OC)cc2OC)c(OC)c1
→ -1	8	25	-2	-4	31	1	-2	6	8	11
O=C(NC1CCCN(c2ccc(C(F)(F)F)cn2)C1)c1ccnc(Cl)c1 (centres undefined)
→ 8	2	8	9	0	12	6	4	2	1	-12
Cc1c(C)c2ccc(OCc3ccc(C(=O)O)o3)c(C)c2oc1=O
→ 2	-49	-19	0	-62	-2	-13	0	4	-17	-62
Cc1nc2ncccn2c1-c1csc(NCc2ccco2)n1
→ 2	14	1	-6	2	4	2	4	-1	1	-16
Cc1ccc(-c2nnc(SCC#CCOC(=O)c3cccs3)o2)cc1
→ -20	-14	-23	-12	-22	-2	1	3	5	-32	-10
CC(C)(C)c1ccc2c(c1)OC(C(=O)N/N=C\c1ccncc1)CO2 (centres undefined)
→ 7	-5	-11	-5	4	-7	5	-5	8	8	-6
Cc1ccccc1CN1C(=O)c2ccccc2C1c1nnnn1Cc1ccccc1 (centres undefined)
→ ·	·	-9	·	-13	·	-1	-8	-21	·	8
NNC(=O)c1cc(-c2ccco2)[nH]n1
→ 4	2	12	-5	-17	1	-5	2	-1	14	-20
CCCNC(=O)N1CCC(c2ccc3c(c2)OCO3)CC1
→ -1	-1	6	-3	-6	1	-2	-6	3	9	-16
COC(=O)N/N=C/c1cccc([N+](=O)[O-])c1
→ 4	-1	3	0	-6	3	6	12	-15	11	-15

These rows are one share of the data, so the mix of outcomes need not match the whole.
